Assay outcomes from PubChem.
MazEF act: activators of E. coli MazEF toxin-antitoxin RNase; 350,000 tested, 0.32% active; activation, % at 20 µM; FAM/BHQ RNA-DNA oligo cleavage fluorescence, 5 h; AID 504720; P0AE70; in the data active = activation above about 50%
Target sequence (P0AE70 whole entry, looked up): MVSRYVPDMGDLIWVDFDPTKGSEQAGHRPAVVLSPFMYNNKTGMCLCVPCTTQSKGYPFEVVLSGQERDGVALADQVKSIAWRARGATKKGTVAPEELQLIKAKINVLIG
Anthrax LF inh2: anthrax lethal factor protease inhibition | multiplex microsphere protease cleavage assay, LF | P15917 | 360,000 tested, 0.12% active | inhibition, % at 10 µM | AID 588501; note: plate controls were buffer without enzyme for full effect and enzyme alone for no effect
Target sequence (P15917 whole entry, looked up): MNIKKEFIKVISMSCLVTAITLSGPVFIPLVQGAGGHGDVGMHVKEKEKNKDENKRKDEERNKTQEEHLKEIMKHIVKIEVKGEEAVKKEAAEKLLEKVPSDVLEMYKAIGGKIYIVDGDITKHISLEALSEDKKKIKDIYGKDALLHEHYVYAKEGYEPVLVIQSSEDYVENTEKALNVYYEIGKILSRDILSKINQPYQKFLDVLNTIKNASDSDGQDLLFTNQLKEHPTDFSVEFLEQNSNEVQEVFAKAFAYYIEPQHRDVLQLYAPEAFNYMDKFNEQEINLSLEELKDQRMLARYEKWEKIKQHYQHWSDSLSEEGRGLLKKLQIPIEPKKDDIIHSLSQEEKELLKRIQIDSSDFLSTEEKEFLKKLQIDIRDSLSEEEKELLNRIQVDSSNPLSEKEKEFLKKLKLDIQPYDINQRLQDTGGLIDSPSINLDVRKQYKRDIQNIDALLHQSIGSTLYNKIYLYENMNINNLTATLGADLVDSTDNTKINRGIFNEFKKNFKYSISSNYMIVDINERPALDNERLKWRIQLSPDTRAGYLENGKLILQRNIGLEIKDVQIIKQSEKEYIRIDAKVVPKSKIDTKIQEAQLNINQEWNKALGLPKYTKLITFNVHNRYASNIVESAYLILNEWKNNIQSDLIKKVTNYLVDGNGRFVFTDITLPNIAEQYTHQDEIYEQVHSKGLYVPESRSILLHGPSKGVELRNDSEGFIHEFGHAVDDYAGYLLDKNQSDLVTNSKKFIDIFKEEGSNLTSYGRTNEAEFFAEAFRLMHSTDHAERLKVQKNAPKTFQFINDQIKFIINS
PriA SSB inh: inhibitors of Klebsiella pneumoniae PriA binding to SSB C-terminal tail | AID 1272365 | inhibition, % at 33 µM | 430,000 tested, 0.6% active | AlphaScreen SSBct-PriA binding, biotinylated peptide; in the data active = inhibition mostly above about 37%, no sharp cut-off; inactive = mostly below about 20%;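 note: plate controls were negative control peptide for no effect and reference peptide for full effect; strong numbers were not always called active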
Rv3671c protease: inhibits the M. tuberculosis serine protease Rv3671c. AID 2606. inhibition, % at 5.96 µM. P9WHR9. 320,000 tested, 0.048% active; in the data active = inhibition above about 38%;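 note: extracellular domain of Rv3671c used as enzyme; 0% = enzyme with DMSO and 100% = no enzyme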
BoNT F protease: BoNT F light chain protease inhibition; Multiplex microsphere protease cleavage assay, flow cytometry; inhibition, % at 10 µM; 360,000 tested, 0.22% active; in the data active = inhibition above about 35%, passing the limit was not always enough; inconclusive = no clear call, values can overlap the other calls; note: plate controls were buffer without enzyme for full effect and enzyme alone for no effect
BoNT A protease: inhibitors of Botulinum neurotoxin A light chain protease; 360,000 tested, 0.17% active; inhibition, % at 10 µM; multiplex microsphere protease substrate cleavage, flow cytometry; note: plate controls were buffer without enzyme for full effect and enzyme alone for no effect
CCHFV vOTU inh: CCHFV vOTU protease inhibition | Pep-AMC fluorescence | inhibition, % at 11.5 µM | 370,000 tested, 0.55% active; in the data active = inhibition above about 30%; note: 0% = vehicle wells with enzyme and 100% = no enzyme wells
PrPC TRFRET: cell surface PrPC inhibition, primary TR-FRET screen. P04156. TR-FRET read-out. inhibition, % at 13.8 µM. 370,000 tested, 0.43% active; in the data active = inhibition above about 24%; note: 0% = median of the test wells and 100% = reference compound wells
SARS 3CLpro inh: SARS-CoV 3CLpro protease inhibition; 290,000 tested, 0.14% active; recombinant SARS-CoV 3CLpro, quenched FRET peptide cleavage; inhibition, % at 6 µM; in the data active = inhibition above about 12%
VHR inh abs: blocks human VHR1 dual specificity phosphatase | P51452 | recombinant VHR phosphatase, pNPP absorbance | inhibition, % at 13.3 µM | 290,000 tested, 0.52% active | AID 1654; in the data active = inhibition above about 50%; note: some compounds called inactive have numbers as strong as hits
Target sequence (P51452 whole entry, looked up): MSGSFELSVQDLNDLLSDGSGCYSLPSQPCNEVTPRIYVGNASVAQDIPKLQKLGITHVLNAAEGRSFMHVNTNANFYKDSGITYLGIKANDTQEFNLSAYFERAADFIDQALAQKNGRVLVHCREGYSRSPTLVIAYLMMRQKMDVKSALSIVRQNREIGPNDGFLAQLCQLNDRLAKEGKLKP
* = called active by the depositor; ? = inconclusive; . = not tested or not shown. Cut-off read from the data, not from the text of the source, unless noted: active = inhibition above about 30%; inconclusive = no clear call, values can overlap the other calls; inactive = below that.

Value order – MazEF act	Anthrax LF inh2	PriA SSB inh	Rv3671c protease	BoNT F protease	BoNT A protease	CCHFV vOTU inh	PrPC TRFRET	SARS 3CLpro inh	VHR inh abs
> O=C(/C=C\c1ccc2c(c1)OCO2)NC1(C(=O)Nc2ccc3c(c2)OCCO3)CCCCC1
    1	3	-12	-11	-2	0.7	-3	-3	1	-1
> Cc1cccc(OCCC(=O)Nc2ccc(C)c(S(=O)(=O)N3CCCCC3)c2)c1
    -4	1	-6	-34	-1	0.8	7	21	11	51*
> Cc1cc2c(c(=O)n1CCN(C)C)C(c1ccc(Cl)cc1)C(C#N)=C(N)O2 (centres undefined)
    -8	-2	-18	-1	-7	?	-1	-13	0	4
> Clc1ccc(CNc2cnccn2)cc1
    -2	-1	-3	0	-3	-0.7	-45	-3	-4	-11
> CCc1ccc(NC(=O)Cc2cn(C)c3ccccc23)cc1
    3	4	8	-5	21	1.7	-7	0	0	17
> O=C(NCc1ccccn1)NC1CCCCC1
    6	1	0	-7	-5	0.3	2	-5	-6	-4
> CC1(C(=O)NS(=O)(=O)C2CC2)CCN(C(=O)c2ccccc2C(F)(F)F)C1 (centres undefined)
    .	-6	.	.	-4	-0.1	5	-8	.	.
> COc1ccc(C(=O)N2c3ccc(F)cc3CCC2C)cc1OC (centres undefined)
    5	1	1	-2	6	0.9	-2	-6	-4	11
> S=C(NCCCN1CCOCC1)N1CCN(c2nc(-c3ccc(Cl)cc3)cs2)CC1
    -4	-3	-2	0	-3	-0.7	-5	-6	0	15
> Cc1cccc(C(=O)OCC(=O)c2c(C)[nH]c3ccccc23)c1O
    12	-5	5	-3	2	-0.8	4	-3	.	.
> Oc1cccc(CN2CCOCC2)c1O
    2	0	-7	.	-6	-0.2	15	-6	.	.
> FC(F)(F)c1ccccc1Cc1c(C2CCCCC2)nc2ccc(Cl)cn12
    .	-1	.	.	-14	-0.4	9	1	.	.
> O=C(Oc1cccc(NC(=O)c2ccco2)c1)c1cccc(S(=O)(=O)N2CCCC2)c1
    -7	?	-18	-12	10	-3.5	-1	4	-3	-11
> FC(F)(F)c1nnc(-c2ccccc2)nc1Oc1ccccc1
    1	-2	-19	-3	-15	-0.6	1	-6	-4	16
> COc1ccc(O)c(CN2CCCC(C(=O)Nc3cccc(-n4cccn4)c3)C2)c1 (centres undefined)
    -2	-4	22	.	-12	-0.8	-4	-7	-1	-20
> O=C(NNS(=O)(=O)c1ccc(Cl)cc1)C1CCN(Cc2ccccc2)CC1
    1	-2	-2	-6	10	-0.4	9	-4	4	9
> N/C(=N\OC(=O)COc1ccccc1)c1ccccn1
    1	-2	.	-9	-2	-0.9	0	4	7	1
> CC1=C(C(=O)N2CCCCCC2)CC(CC(=O)NCCN2CCOCC2)C(=O)N1CCCN1CCCC1=O (centres undefined)
    .	-7	.	.	2	-0.2	-9	6	.	.
> CNc1cnc(-c2ccc(F)c(F)c2F)cn1
    .	6	.	.	2	-0.1	-148	1	.	.
> Cn1c(=O)c2c(n(Cc3ccccc3)c1=O)NC(=O)C2CC(=O)N1CCc2ccccc2C1 (centres undefined)
    3	-2	-15	.	2	0.2	.	.	-1	7
> CCOC(=O)NCc1ccc2c(c1)OCO2
    1	-2	-9	-12	6	0.2	8	-3	-5	-1
> COc1ccc(-c2[nH]nc3oc(=O)cc(C)c23)cc1
    12	0	-13	-10	-2	1.2	-2	7	0	-3
> Cc1ccsc1/C=C(\C#N)C(=O)Nc1c(C)n(C)n(-c2ccccc2)c1=O
    -8	-5	8	2	11	1.9	8	-15	-2	-13
> COc1ccccc1/C=N/N=C(/N)N[N+](=O)[O-]
    19	-2	.	-5	-11	1.1	12	6	2	18
> Cc1ccccc1NC(=S)N(CCCN1CCC(C)CC1)Cc1ccco1
    2	-4	-11	-15	5	-0.4	0	-3	-2	-13
> CCCCn1c(SCc2ccccn2)nc2c1c(=O)n(C)c(=O)n2C
    -6	2	1	-6	-19	-0.8	1	11	1	-13
> Cc1c(NC(=O)c2ccc(N3CCCC3)c([N+](=O)[O-])c2)cccc1-c1nc2ccccc2s1
    13	-1	7	-39	19	1.5	-10	-1	8	-1
> COCCNc1c(-c2ccc(OC)cc2)nc2ccc(Cl)cn12
    1	-8	-15	5	-4	-0.9	-14	-6	5	27
> COc1ccccc1NCCC(=O)OCC(=O)NCc1ccco1
    -2	1	-16	8	0	0.1	10	-1	2	1
> CCOc1ccccc1NC(=O)CSc1c(C)n[nH]c1C
    -4	6	-1	1	19	0.8	14	3	-3	-1

More structures follow:
Value order – MazEF act	Anthrax LF inh2	PriA SSB inh	Rv3671c protease	BoNT F protease	BoNT A protease	CCHFV vOTU inh	PrPC TRFRET	SARS 3CLpro inh	VHR inh abs
> CCOc1ccc(NC(=O)CN(C)C(=O)c2cc3c(s2)CCC3)cc1OCC
    10	-3	.	.	31	0.6	2	-4	.	.
> Cc1nc2c(c(C)c1C#N)C(=O)c1ccccc1-2
    9	-2	-5	-4	0	-0.1	-7	8	5	-4
> CN1/C(=C\C(=O)c2cccs2)C(C)(C)c2ccccc21
    -9	6	-98	1	-9	12	17	2	3	4
> Cc1ccc(S(=O)(=O)N2CCN(C3CC(=O)N(CCc4ccccc4)C3=O)CC2)cc1C (centres undefined)
    -3	-1	-14	-1	-2	-0.2	15	-5	1	5
> Cc1[nH]n(-c2ccccc2)c(=O)c1C(=O)c1ccccc1
    -1	-6	5	3	?	?	1	-3	2	0
> COc1cccc(COc2ncnc3sccc23)c1
    -3	-5	1	3	1	0.1	-11	-6	3	18
> O=C(CSc1cccc[n+]1[O-])Nc1cc2c(cc1Cl)C(=O)c1ccccc1C2=O
    4	0	12	-18	8	2.2	5	-15	1	4
> CC(C)N(C(=O)CSc1ccc(S(=O)(=O)N2CCCCC2)cn1)c1ccccc1
    9	-2	4	-6	-3	-0.2	17	11	.	.
> OCCNc1nc(Nc2ccc(Cl)c(Cl)c2)nc2ccccc12
    49	-2	9	-24	-15	0.6	18	11	-1	9
> CC(=O)Nc1ccc(-c2ccnc3c2CC(C)(C(=O)Nc2ccc(Cl)c(C(F)(F)F)c2)O3)cc1 (centres undefined)
    .	-8	.	.	-4	0.2	8	15	.	.
> CCOc1ccc(/C=N/n2c(C)nnc2C)cc1OC
    6	2	.	-1	-3	-0.6	-9	-3	5	22
> CC1(C)CC(=O)C2=C(C1)N(c1ccccc1)C(N)=C(C#N)C2c1ccccc1 (centres undefined)
    7	-2	-10	4	-14	0.7	-6	-4	2	16
> CN1C(=O)C2(C(C#N)=C(N)N(c3ccc(Cl)cc3)C3=C2C(=O)CC(C)(C)C3)c2ccccc21 (centres undefined)
    -5	1	10	7	-2	0.1	12	-3	6	31
> CCCc1nn(CCc2ccccn2)c(N)c1CC
    5	17	4	-5	0	-1.3	-5	-6	-1	-1
> CCOC(=O)N1C2CCC(C2)N1C(=O)OCC
    8	-1	-12	.	-10	0.2	5	-1	.	.
> O=C(/C=C/Sc1ccc(C(F)(F)F)cn1)c1ccccc1
    -7	-3	2	0	-8	-0.2	-16	7	-1	-8
> CC(=O)c1cccc(NS(=O)(=O)c2c(C)n[nH]c2C)c1
    0	-4	-9	0	-6	-0.7	6	7	1	-7
> O=C(NNC(=O)C(c1ccccc1)c1ccccc1)c1ccccc1O
    -14	-4	.	.	-4	-0.1	1	8	.	.
> COCCN(C(=O)CC(C)(C)C)c1nnc(-c2cccnc2)s1
    1	-12	-29	-1	-3	-0.6	15	5	-2	22
> O=C(O)CSCc1ccc(Cl)cc1
    -2	5	4	1	-13	0.7	7	4	2	-6
> C#CCNC(=O)C1=C[C@@H](c2ccc(Br)cc2)[C@H](CCCO)[C@@H](OCC)O1
    6	-1	12	-3	3	-0.1	-7	1	2	3
> CC(C)c1onc(C(=O)N2CCOCC2)c1[N+](=O)[O-]
    0	-2	-6	-1	2	-0.1	11	3	-1	21
> COC(=O)c1ccc(C2SCC(=O)N2Cc2ccccc2)cc1 (centres undefined)
    9	-8	-4	0	9	1.9	.	.	4	.
> CCOC(=O)c1cccc(NC(=O)CSc2nnc(C3CCCCC3)n2CC)c1
    0	-4	7	0	3	-0.6	-11	-4	1	3
> CCCN(Cc1nnc(-c2cccs2)o1)C(=O)CN1C(=O)NC2(CCC(C)CC2)C1=O (centres undefined)
    2	2	-2	-12	-11	-0.7	0	-2	.	.
> O=C(Nc1ccccc1OC(F)F)c1ccccc1
    -2	1	-17	3	0	0.3	-12	0	1	10
> COc1ccc2c(c1)c(C(O)CN1CCC(Cc3ccccc3)CC1)c(C)n2C (centres undefined)
    25	0	27	-6	-6	-0.5	3	-9	5	34
> C[C@@H](O)CNC(=O)c1[nH]cnc1C(=O)Nc1ccc(CNC(=O)OC(C)(C)C)cc1
    -3	0	.	.	-2	0.0	-4	-3	.	.
> O=C(Nc1ccc(S(=O)(=O)Nc2ncccn2)cc1)c1cccc(S(=O)(=O)N2CCCC2)c1
    4	-2	3	4	-1	0.0	18	-3	3	-4
> CC(=O)NCCNc1nc2cc(-c3ccc(C(=O)N4CCN(C)CC4)cc3)sc2c(=O)n1C
    .	8	.	.	-1	-0.3	-7	-25	.	.

New compounds follow:
Value order – MazEF act	Anthrax LF inh2	PriA SSB inh	Rv3671c protease	BoNT F protease	BoNT A protease	CCHFV vOTU inh	PrPC TRFRET	SARS 3CLpro inh	VHR inh abs
> COc1cccc(CN2CC(C(=O)N3CCCCCC3)CCC2=O)c1 (centres undefined)
    2	0	-8	-1	-14	-4.2	-9	1	-1	2
> O=C(Nc1ccccn1)c1cc2ccccc2o1
    3	-1	-11	-7	1	0.1	-2	-7	-4	16
> COC(=O)CCC(=O)OC1(C)C(=O)C=C2C=C(C3CC3)N(c3cccc(C#N)c3)C=C2C1=O (centres undefined)
    -51	0	-6	-6	-14	1.0	6	-12	.	19
> CCOC(=O)C1=C(COC(=O)CNS(=O)(=O)c2ccc(C)c(C)c2)NC(=O)NC1C (centres undefined)
    0	0	.	.	0	-0.1	6	-23	.	.
> COc1ccc(NC(=O)NCCN2CCN(c3cccc(Cl)c3)CC2)cc1
    -8	-6	-1	-3	0	-0.4	0	5	6	7
> CCOC(=O)C1CCCN(C(=O)c2cccc(S(=O)(=O)NCc3ccccc3)c2)C1 (centres undefined)
    -11	-5	.	.	0	-0.4	-7	-2	.	.
> Cc1cc(NCc2ccc(F)cc2)nc2cc(Cl)ccc12
    3	-6	-111	-6	?	1.3	-4	-1	-2	16
> CN(CC(=O)Nc1ccccc1C(F)(F)F)C(=O)COc1ncnc2ccccc12
    6	-6	-14	5	-7	-0.1	-5	-1	6	2
> O=C(O)C1CCCN1S(=O)(=O)c1cccc(S(=O)(=O)N2CCCC2C(=O)O)c1 (centres undefined)
    5	-3	-33	-13	0	-0.1	-2	-1	-5	24
> COC(=O)[C@H](CC(C)C)NS(=O)(=O)N(Cc1ccccc1)[C@@H](CC(C)C)C(=O)OC
    0	-6	-18	-2	-5	-0.2	25	9	.	.
> CCOc1ccc(-c2cnc3n2CCCCC3)cc1
    -2	9	-8	2	-11	2.3	-4	-4	0	30
> CN1CCC(n2nccc2N)CC1
    9	1	-22	4	-11	-0.4	2	1	1	27
> CC(C)CC1NC(=O)N(CC(=O)Nc2ccc(OC(F)F)cc2)C1=O (centres undefined)
    -7	-1	-9	.	16	6.0	4	-6	.	.
> CC1(C)c2ccccc2-c2nc3ccccc3cc2C1N1CCOCC1 (centres undefined)
    -2	-8	-8	.	-1	0.5	-1	-11	.	.
> Cc1ccc(S(=O)(=O)Nc2nc(-c3ccc(F)cc3)cs2)cc1
    -9	-1	-2	-8	2	0.5	19	4	2	4
> Cc1ccc(OCC(=O)N2CC(C)CC(C)C2)c([N+](=O)[O-])n1 (centres undefined)
    -1	0	3	-6	3	-0.1	-4	-13	.	.

Among those listed so far, these have a tert-butyl group.
Value order – MazEF act	Anthrax LF inh2	PriA SSB inh	Rv3671c protease	BoNT F protease	BoNT A protease	CCHFV vOTU inh	PrPC TRFRET	SARS 3CLpro inh	VHR inh abs
> COCCN(C(=O)CC(C)(C)C)c1nnc(-c2cccnc2)s1
    1	-12	-29	-1	-3	-0.6	15	5	-2	22
> C[C@@H](O)CNC(=O)c1[nH]cnc1C(=O)Nc1ccc(CNC(=O)OC(C)(C)C)cc1
    -3	0	.	.	-2	0.0	-4	-3	.	.

Not all compounds are listed; rates above refer to the full screens.
